# From PubChem
# LYPLA1 inh – LYPLA1 inhibitors, primary screen, counter-screen for PME1 inhibitor project, biochemical, fluorescence polarization, FP-Rh probe ABPP. recombinant LYPLA1. 320,000 tested, 0.16% active. inhibition, % at 5.9 µM. AID 2174, 2009. Acyl-protein thioesterase 1 (Homo sapiens), O75608;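 active means inhibition above the mean of all tested compounds plus 3 SD, set per campaign, cut at about 14% in these data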;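 further: inhibitors block serine hydrolase probe labeling of LYPLA1 so polarization falls; 0% = enzyme with DMSO and 100% = wells lacking LYPLA1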
# PAFAH1B3 FP inh – PAFAH1B3 enzyme inhibitors, primary screen, biochemical, fluorescence polarization, human | Platelet-activating factor acetylhydrolase IB subunit alpha1 (Homo sapiens), Q15102 | recombinant PAFAH1B3, FP-rhodamine probe | inhibition, % at 3.39 µM | 340,000 tested, 0.28% active | AID 492972, 2010;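 active means inhibition above the screen-wide average of all tested compounds plus 3 SD, cut at about 25% in these data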;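 further: 0% = enzyme with DMSO only and 100% = wells lacking PAFAH1B3 protein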
# GSTO1 inh – inhibitors of recombinant GSTO1, primary screen, counter-screen for RBBP9 inhibitor project, biochemical, fluorescence polarization; Glutathione S-transferase omega-1 (Homo sapiens), P78417; activity-based probe fluorescence polarization; inhibition, % at 5.96 µM; 300,000 tested, 1.1% active;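 active means inhibition above the campaign mean inhibition plus 3 SD, cut at about 35% in these data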;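 further: 0% = GSTO1-1 with DMSO and 100% = wells lacking GSTO1-1 enzyme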
# pPAFAH inh – pPAFAH enzyme inhibitors, primary screen, biochemical, fluorescence polarization, human | Platelet-activating factor acetylhydrolase (Homo sapiens), Q13093 | recombinant pPAFAH, FP-rhodamine probe fluorescence polarization | inhibition, % at 3.39 µM | 330,000 tested, 1.5% active | AID 463082, 2010;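 active means inhibition above the mean inhibition across the screen plus 3 SD, cut at about 25% in these data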;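 further: inhibitors block binding of the rhodamine activity-based probe so polarization drops; 0% = enzyme with DMSO and 100% = wells lacking pPAFAH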
# Target sequence (Q13093 whole entry, looked up): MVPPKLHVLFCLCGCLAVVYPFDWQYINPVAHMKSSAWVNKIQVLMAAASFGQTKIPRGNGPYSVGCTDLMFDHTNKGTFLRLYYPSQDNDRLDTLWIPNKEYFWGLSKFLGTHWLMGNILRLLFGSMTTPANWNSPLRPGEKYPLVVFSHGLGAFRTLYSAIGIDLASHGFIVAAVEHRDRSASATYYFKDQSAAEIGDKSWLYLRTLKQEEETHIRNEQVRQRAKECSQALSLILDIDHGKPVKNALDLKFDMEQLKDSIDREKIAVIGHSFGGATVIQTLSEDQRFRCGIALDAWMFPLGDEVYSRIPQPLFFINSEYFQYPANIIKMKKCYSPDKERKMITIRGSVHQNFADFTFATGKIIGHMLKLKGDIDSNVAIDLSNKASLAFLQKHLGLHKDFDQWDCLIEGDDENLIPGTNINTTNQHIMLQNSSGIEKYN
# PAFAH2 inh – PAFAH2 enzyme inhibitors, primary screen, biochemical, fluorescence polarization, human; recombinant PAFAH2, FP-rhodamine activity probe; 340,000 tested, 0.99% active; Platelet-activating factor acetylhydrolase 2, cytoplasmic (Homo sapiens), Q99487; AID 492956, 2010; inhibition, % at 3.39 µM;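 active means inhibition above the mean over all tested compounds plus 3 SD, cut at about 30% in these data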;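 further: inhibitors block probe labeling of enzyme so polarization drops; 0% = enzyme with DMSO and 100% = wells lacking PAFAH2 protein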
# PREPL inh – PREPL enzyme inhibitors, primary screen, biochemical, fluorescence polarization; Prolyl endopeptidase-like (Homo sapiens), Q4J6C6; inhibition, % at 5.96 µM; recombinant PREPL, fluorescence polarization activity-based probe; 320,000 tested, 0.68% active; in the data active means inhibition above about 43%;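 further: 0% = enzyme with DMSO and 100% = wells lacking enzyme; many of its hits are not listed in these tables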
# PAD4 inh – human PAD4 inhibitors, primary screen, biochemical, fluorescence polarization, 1536-well format; recombinant PAD4, RCA probe fluorescence polarization; inhibition, % at 6.36 µM; 330,000 tested, 0.41% active; AID 485272, 2010;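 active means percent inhibition above a cutoff equal to the mean of all tested compounds plus 3 SD, cut at about 15% in these data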;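 further: 0% = PAD4 with RCA probe and DMSO and 100% = probe without PAD4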
# Target sequence (Q9UM07 whole entry, looked up): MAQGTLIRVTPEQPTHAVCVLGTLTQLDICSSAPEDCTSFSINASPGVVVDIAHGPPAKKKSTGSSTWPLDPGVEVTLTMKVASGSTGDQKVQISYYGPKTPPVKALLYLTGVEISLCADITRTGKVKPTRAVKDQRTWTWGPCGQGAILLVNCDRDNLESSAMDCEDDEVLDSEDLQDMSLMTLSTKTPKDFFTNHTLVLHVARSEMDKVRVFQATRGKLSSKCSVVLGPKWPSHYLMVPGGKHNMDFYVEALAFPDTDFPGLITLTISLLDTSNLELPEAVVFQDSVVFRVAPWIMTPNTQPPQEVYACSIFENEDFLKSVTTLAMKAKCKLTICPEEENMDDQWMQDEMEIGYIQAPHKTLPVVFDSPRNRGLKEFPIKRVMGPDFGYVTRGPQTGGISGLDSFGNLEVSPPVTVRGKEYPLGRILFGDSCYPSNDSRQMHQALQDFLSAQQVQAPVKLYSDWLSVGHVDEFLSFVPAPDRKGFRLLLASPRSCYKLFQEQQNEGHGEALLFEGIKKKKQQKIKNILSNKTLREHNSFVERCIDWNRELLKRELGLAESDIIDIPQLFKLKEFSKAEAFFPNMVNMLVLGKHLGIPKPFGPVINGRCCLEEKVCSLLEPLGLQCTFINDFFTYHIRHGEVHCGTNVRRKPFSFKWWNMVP
# PAFAH1B2 inh – PAFAH1B2 enzyme inhibitors, primary screen, biochemical, fluorescence polarization, human. recombinant PAFAH1B2, FP-rhodamine activity probe. inhibition, % at 3.39 µM. 340,000 tested, 1.2% active. AID 492953, 2010;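 active means inhibition above the mean of all tested compounds plus 3 SD, cut at about 24% in these data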;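 further: 0% = enzyme with DMSO and 100% = wells lacking PAFAH1B2; many of its hits are not listed in these tables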
# LYPLA2 inh – LYPLA2 inhibitors, primary screen, counter-screen for PME1 inhibitor project, biochemical, fluorescence polarization, FP-Rh probe ABPP; 320,000 tested, 0.38% active; recombinant LYPLA2; inhibition, % at 5.9 µM; AID 2177, 2009;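 active means inhibition above the screen-wide mean plus 3 SD, limit set per campaign, cut at about 26% in these data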;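 further: 0% = LYPLA2 with DMSO and 100% = wells lacking LYPLA2 enzyme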
# * marks the source's active call; other numbers are inactive results; / = not tested or not shown. These rows are one share of the data; rates above refer to the full screens.
SMILES,LYPLA1 inh,PAFAH1B3 FP inh,GSTO1 inh,pPAFAH inh,PAFAH2 inh,PREPL inh,PAD4 inh,PAFAH1B2 inh,LYPLA2 inh
O=C(Nc1cccc2ccccc12)N1CC=C(c2ccccc2)CC1,-5,6,3,2,-6,27,-5,6,-2
O=C(N/N=C/c1cccc([N+](=O)[O-])c1)c1cccc2cc[nH]c12,-7,-6,3,1,-9,-7,-5,-1,-15
CC(C)OC(=O)Cn1c(=O)sc2ccccc21,0,4,10,1,3,-3,-1,0,-3
c1ccc(-c2nc3c4ccccc4ccn3c2CN2CCOCC2)cc1,0,4,11,1,1,3,4,-2,3
COc1ccc(CC(=O)N(Cc2ccccc2)c2ccccc2)cc1S(=O)(=O)N1CCOCC1,3,8,0,6,1,9,0,5,3
COc1ccc(CNS(=O)(=O)c2ccc3c(c2)N(C)CCO3)cc1,-2,1,4,5,1,-4,-4,7,-4
CSc1nc(NS(=O)(=O)c2cc(Br)ccc2Br)cc(=O)[nH]1,2,-11,4,2,5,-1,2,-1,-1
CCN1C(=O)CC(C(=O)O)SC1=Nc1ccc(OC)cc1 (configuration not stated),2,-1,4,3,4,-7,-1,2,0
N#Cc1ncc(Cc2ccccc2)nc1C#N,-3,6,4,21,10,52*,-13,-1,-3
Cc1ccc(S(=O)(=O)Oc2ccccc2N2C(=O)C3C4CCC(C4)C3C2=O)cc1 (configuration not stated),8,1,8,-3,1,19,0,-1,3
CCOC(=O)N1CCN(C(=O)Cc2ccccc2[N+](=O)[O-])CC1,-4,1,18,-7,2,1,-6,2,-1
C=CCn1c(Cc2ccccc2)nnc1SCc1nc2ccccc2c(=O)[nH]1,2,17,-5,4,-12,-7,-3,6,-2
Cn1cccc1Cc1nnc(SCC(N)=O)n1-c1ccc(F)cc1,0,6,1,5,4,-1,-1,6,-2
Cc1c(Br)c([N+](=O)[O-])nn1CC(=O)NCc1ccccn1,-1,-8,6,3,5,14,-1,-2,9
CN1CCc2c(sc(NC(=O)Cc3ccccc3)c2C#N)C1,-3,-13,0,-1,-5,-10,1,0,-1
Cc1ccc(C)c(S(=O)(=O)N2CCN(C(=O)CCc3nc4ccccc4c(=O)[nH]3)CC2)c1,1,6,-1,0,3,6,-3,6,5
CN1CCN(C(=O)/C(=C\c2cccc([N+](=O)[O-])c2)NC(=O)c2cccs2)CC1,0,2,1,5,0,-4,3,-2,3
O=C(Cc1ccc(Br)cc1)Nc1cccc(S(=O)(=O)N2CCOCC2)c1,-2,3,/,5,-3,28,2,6,0
C=CCCC(=O)Nc1nc(C)c(-c2csc(Nc3ccccc3OC)n2)s1,-4,10,0,14,-1,17,-3,8,-3
CCOc1ccc2[nH]c(C)c(CN3CCN(CC)CC3)c(=O)c2c1,-4,4,-2,1,-17,-9,-2,8,-5
O=C(O)c1ccc(-c2nc(-c3ccccc3)c(-c3ccccc3)[nH]2)cc1,-26,3,-30,17,16,0,-3,4,-2
CN1c2ccccc2C(O)=C(C(=S)Nc2ccccc2)S1(=O)=O,1,-4,-13,2,18,-5,-4,5,-1
CN(C(=O)Nc1ccccc1)n1cnc2ccccc2c1=O,0,10,4,-2,-9,-4,5,-2,-2
CC1CCCCN1c1nc(-c2ccncc2)nc2ccccc12 (configuration not stated),-3,-5,-5,4,-3,1,3,2,-1
O=C(Cc1ccccc1)NCC(=O)N/N=C/c1ccc(C(=O)O)cc1,-1,2,-1,-1,-5,-1,-1,2,4

# Going on with the list.
SMILES,LYPLA1 inh,PAFAH1B3 FP inh,GSTO1 inh,pPAFAH inh,PAFAH2 inh,PREPL inh,PAD4 inh,PAFAH1B2 inh,LYPLA2 inh
O=C(CSc1nc2ccccc2c(=O)n1CCC(=O)N1CCCCC1)NCc1ccccc1,-3,5,5,3,4,4,1,3,-3
COC(=O)c1sc(N2C(=O)C(=O)/C(=C(/O)c3ccc(C)cc3)C2c2ccco2)nc1C (configuration not stated),-2,/,20,4,/,-2,-2,/,-2
COc1ccccc1NS(=O)(=O)c1cccc(C(=O)N/N=C/c2ccccc2OCC(=O)O)c1,-2,-2,1,6,9,7,13,2,1
O=C(Cn1c(=O)cnc2ccccc21)N1CCCc2ccccc21,3,5,1,-6,8,12,-7,2,-2
CC(C)CC(=O)NC(c1cccs1)c1ccc2cccnc2c1O (configuration not stated),-6,8,-15,2,5,32,-1,12,-3
C=CCn1c(Cc2nc3ccc(Cl)cc3[nH]2)n[nH]c1=S,-3,2,15,7,-3,0,-1,-1,-1
CC(=O)N(/N=C1/C(=O)Nc2ccccc21)c1ccccc1,-4,7,3,6,2,2,-7,-2,-8
CCOc1ccc2nc(NC(=O)Cn3cnc4c3c(=O)n(C)c(=O)n4C)sc2c1,-7,4,12,-6,-5,0,0,6,-9
O=C(Cn1ncc2c(=O)oc3ccccc3c21)NCCc1ccsc1,0,1,0,1,2,-8,2,1,4
O=C(NC1CCCC1)C(c1ccsc1)N(Cc1ccco1)C(=O)Cc1cccs1 (configuration not stated),1,2,4,5,-9,4,5,2,-3
c1ccc(COc2cccc(CNn3cnnc3)c2)cc1,0,2,4,0,11,3,0,2,0
COc1ccccc1Nc1nc(N)nc(-c2oc3ccccc3c2C)n1,-3,8,-1,6,0,6,-1,2,1
O=C(O)c1cccc(CSc2ncccn2)c1,3,8,-4,-2,0,4,-1,2,5
Cc1ccc(-c2nc(CS(=O)(=O)CC(=O)NCCN3CCOCC3)c(C)o2)cc1,-3,15,3,-8,-3,13,-1,7,-8
C/C(=C1/SC(N2CCOCC2)=NC1=O)c1ccc(Br)cc1,0,5,1,1,-4,0,1,-2,1
O=C(NCc1cccnc1)c1cc2nc(-c3cccs3)cc(C(F)(F)Cl)n2n1,-2,-1,14,3,2,-13,-1,1,-7
CCOc1cc(CNc2ncnc3nc[nH]c23)ccc1OC,4,0,3,-1,-3,-4,0,-1,7
Cc1nc(C(=O)N2CCCC(C(=O)c3ccc(Cl)cc3)C2)cs1 (configuration not stated),0,-6,-8,5,-6,-7,-2,-1,4
Cc1ccc(C(=O)N/N=C\c2ccc[nH]2)cn1,-1,9,3,4,2,9,-6,3,2
Cc1c(NC(=O)c2ccc(=O)oc2)c(=O)n(-c2ccccc2)n1C,-1,3,6,8,-1,30,-2,4,2
Cc1ccc(CONC(=O)c2ccc(Cl)cc2)cc1,-3,6,/,1,6,15,1,2,11
COc1ccccc1NC(=O)CSC(N)=O,0,2,2,3,-2,5,7,4,-3
COc1ccc(/C(O)=C2/C(=O)C(=O)N(Cc3cccnc3)C2c2ccncc2)cc1F (configuration not stated),-1,7,-3,0,3,10,-3,3,-2
Cc1ccc(-c2c(C#N)c(N)nc3c2CCCC3)s1,2,-1,-2,6,3,-5,-1,4,-1
CC(=O)NC1C(=O)N(CCN2CCOCC2)c2ccc(C)cc21 (configuration not stated),0,-6,-9,0,11,7,7,3,-5

# Other entries:
SMILES,LYPLA1 inh,PAFAH1B3 FP inh,GSTO1 inh,pPAFAH inh,PAFAH2 inh,PREPL inh,PAD4 inh,PAFAH1B2 inh,LYPLA2 inh
CCN1/C(=C2/SC(=S)N(C)C2=O)C=Cc2cc(C)ccc21,0,5,0,4,-1,7,-1,-2,0
CC(C)(C)OC(=O)[C@H](CCCCN)NC(=O)c1nc[nH]c1C(=O)NCCCCCN,-1,-4,2,-1,-1,1,2,-1,4
O=S(=O)(NC1CC2CCC1C2)c1ccc2c(c1)OCCO2 (configuration not stated),-1,-2,-2,6,12,-2,-2,12,3
COc1ccc(CN(C)C(=O)CC(c2ccccc2)c2ccccc2)cc1,0,1,-6,5,-2,9,1,5,2
CC(C)=CCC/C(C)=C/CC(C)(C)CNCCN1CCNCC1,0,/,1,6,/,-10,0,/,0
Cc1occc1C(=O)N/N=C/c1cccs1,5,8,1,5,2,6,2,1,8
Cc1cc(N)n(Cc2ccc(Cl)cc2)n1,1,1,-2,5,1,17,6,4,8
CC(=O)C1=C(O)C(=O)N(c2ccc(S(N)(=O)=O)cc2)C1c1ccccc1F (configuration not stated),-5,5,-3,-9,4,10,4,-1,-9
O=C(Cn1nnc(-c2cccc(C(F)(F)F)c2)n1)N1CCOCC1,2,3,5,0,5,4,1,7,7
CC(C)C(NC(=O)c1cccc(S(=O)(=O)N2CCOCC2)c1)C(=O)NCc1ccc(Cl)cc1 (configuration not stated),1,3,/,1,-7,2,-2,1,4
NC(=O)CSc1nc2cc(S(=O)(=O)N3CCOCC3)ccc2o1,/,7,/,2,6,-2,0,-6,/
O=C(COC(=O)/C=C/c1ccc2c(c1)OCO2)NCc1ccccc1,-4,6,/,-4,55*,-5,-1,2,1
COC(=O)c1ccccc1NC(=O)CN1CCCCCC1,-2,-3,2,-2,0,-3,-6,0,-2
NC(=O)N1OCC2COc3ccc4ccccc4c3C21 (configuration not stated),0,6,1,2,-5,0,-6,3,1
Cc1cccc(OCC(=O)NC(Cc2ccccc2)C(=O)O)c1 (configuration not stated),4,5,1,-7,5,11,-4,21,7
COc1cccc(S(=O)(=O)NCc2ccc(C(=O)Nc3ccc(Cl)c(Cl)c3)cc2)c1,-12,-5,-15,-19,-13,-1,-5,0,-20
O=C(CSc1nnc(-c2ccco2)o1)N1CCOCC1,2,7,3,-1,-2,-7,3,8,2
COCCn1c(SCC(=O)NC(=O)Cc2ccccc2)nc2ccccc2c1=O,0,8,/,6,-3,9,1,6,0
COc1ccc(-n2nc(C(=O)NCC(=O)N3CCN(c4ccccc4)CC3)c3ccccc3c2=O)c(OC)c1,-2,0,3,-3,8,8,2,8,22
CCOc1ccc(NC(=O)c2ccc(NC(=O)CN3C(=O)C(=O)N(CC(C)C)C3=O)cc2)cc1,0,5,5,-2,1,-10,-3,-2,-6
CC(Oc1ccccc1)C(=O)N=C1SC2CS(=O)(=O)CC2N1c1ccccc1 (configuration not stated),0,10,2,2,0,9,3,1,3
COc1ccc(S(=O)(=O)N(Cc2cccnc2)Cc2cc3ccccc3[nH]c2=O)cc1,-5,9,0,4,2,6,1,6,-4
COc1ccc2cc(C(=O)C3CCCN(C(=O)c4sc(C)nc4C)C3)ccc2c1 (configuration not stated),3,4,-1,7,0,48*,-1,8,9
Cc1ccccc1Nc1nc(N)nc(COC(=O)/C=C/c2ccco2)n1,-5,4,2,2,7,11,-3,8,-3
COn1c(SCc2cccnc2)nc2ccccc2c1=O,5,0,9,4,6,11,2,6,13
CC(C)COc1ccc(-c2nnc(-c3ccncc3)o2)cc1,1,9,2,4,0,0,2,6,7
CCn1nc(C(=O)N2CCc3ccccc3C2)c2ccccc2c1=O,-1,-5,0,-4,4,19,-3,5,4
Cc1csc(=O)n1CC(=O)Nc1ccc(Cl)c(Cl)c1,/,-2,/,-4,-9,-53,-1,1,/
